Screening data: PubChem BioAssay, several laboratories
Dyrk1A ADPGlo: Dyrk1A (rat) kinase inhibition; ADP-Glo luminescence, NFATc1 peptide; AID 504441; actives 0.43% (n = 310,000); inhibition, % at 12.5 µM; Q63470; in the data active = inhibition above about 50%;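 note: plate controls were vehicle with enzyme for no effect and no enzyme for full effect; many of its hits are not listed in these tables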
Platelet DG rel: platelet dense granule release activity. inhibition, %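 (compounds screened at 7.5 µM in platelet-rich plasma)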. actives 0.22% (n = 300,000). human platelet-rich plasma, SFLLRN dense granule ATP release, luminescence;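 active = mean replicate score, as percent of positive control, at or above 50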
GSK3 alpha inh: blocks human GSK-3 alpha kinase. ADP-Glo luminescence, 60 min. inhibition, % at 10 µM. actives 0.1% (n = 320,000). AID 2650;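 in the data active = inhibition above about 50%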;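 note: GST-tagged GSK-3 alpha with peptide substrate and 25 µM ATP; 0% = DMSO neutral wells and 100% = GW8510 positive control wells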
Target sequence (P49840 whole entry, looked up): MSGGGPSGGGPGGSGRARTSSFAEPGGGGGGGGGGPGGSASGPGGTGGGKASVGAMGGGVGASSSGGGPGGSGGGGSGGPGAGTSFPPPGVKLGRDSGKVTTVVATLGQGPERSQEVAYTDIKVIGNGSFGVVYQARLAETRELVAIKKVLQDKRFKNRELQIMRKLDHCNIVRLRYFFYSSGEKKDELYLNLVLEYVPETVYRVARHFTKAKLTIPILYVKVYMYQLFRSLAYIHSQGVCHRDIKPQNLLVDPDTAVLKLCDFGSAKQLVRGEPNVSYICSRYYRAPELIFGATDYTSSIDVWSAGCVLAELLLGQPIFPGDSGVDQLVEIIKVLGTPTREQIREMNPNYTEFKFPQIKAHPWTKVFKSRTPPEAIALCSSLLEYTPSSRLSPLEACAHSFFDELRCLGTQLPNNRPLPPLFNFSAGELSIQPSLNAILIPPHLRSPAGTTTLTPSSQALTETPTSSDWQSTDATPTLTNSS
GSK3beta inhib: blocks human GSK3beta kinase activity. GST-GSK3beta kinase, ADP-Glo luminescence, 60 min; active compounds read low. AID 2097. activity score (negative = inhibition), % at 10 µM. actives 0.038% (n = 300,000). P49841;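 active = more than half of replicate wells score below -50%, meaning over 50% inhibition versus plate controls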;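 note: 0% = median DMSO wells and -100% = median GW8510 positive control wells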
Target sequence (P49841 whole entry, looked up): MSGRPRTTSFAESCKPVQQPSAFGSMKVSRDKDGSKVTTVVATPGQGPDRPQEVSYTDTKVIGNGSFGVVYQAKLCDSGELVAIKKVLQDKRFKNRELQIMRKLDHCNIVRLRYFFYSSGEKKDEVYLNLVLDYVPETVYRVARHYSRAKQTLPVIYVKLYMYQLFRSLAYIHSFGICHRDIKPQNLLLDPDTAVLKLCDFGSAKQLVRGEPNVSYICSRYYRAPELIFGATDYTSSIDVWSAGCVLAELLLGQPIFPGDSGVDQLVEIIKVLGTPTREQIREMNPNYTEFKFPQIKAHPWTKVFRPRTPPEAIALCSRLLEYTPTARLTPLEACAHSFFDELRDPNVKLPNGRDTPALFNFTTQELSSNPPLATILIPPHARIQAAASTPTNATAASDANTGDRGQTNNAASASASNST
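Assay system: GST-tagged human GSK3beta kinase, cell-free; Input: 1.6 ng GSK3beta; Medium: Tris/MgCl2 kinase buffer; Timing: 60 min enzyme reaction, room temperature; Signal: ADP-Glo luminescence quantifying ADP generated by kinase; Evaluation: score relative to plate controls; Benchmarks: DMSO neutral wells and GW8510 at 20 µM as positive.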
HSF1 activator: increases HSF-1 driven luciferase reporter signal; actives 1.7% (n = 300,000); AID 504408; activation, % at 9 µM; NIH3T3-HGL HSF-1 luciferase reporter, MG132, 8 h; 100% = twice DMSO control signal;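 active = mean replicate activation of at least 50% with a set share of replicates each reaching 50%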;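 note: 0% = median of the neutral control wells and 100% = twice that signal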
HSP90 refold inh: HSP90 refolding inhibition in rabbit reticulocyte lysate | luciferase refolding luminescence, 3 h | inhibition, % at 5.6 µM | actives 0.91% (n = 290,000) | AID 1789;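 active = inhibition above the screen-wide mean plus 3 SD, computed separately per campaign, cut at about 16% in these data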;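 note: 0% = DMSO wells and 100% = 60 µM geldanamycin wells; inhibitors lower the luminescence because luciferase stays unfolded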
HSF1 inhib: HSF1 inhibition; activity change, negative = inhibition, % at 7.5 µM (by protocol); NIH3T3-HGL HSE-luciferase, MG132-induced, luminescence 8 h; active compounds read low; actives 0.77% (n = 300,000);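 active = more than half of replicate wells show activity change below -50%, luminescence cut by over half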;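 note: luciferase reports HSF-1 transcriptional activity via heat shock element; 0% = median of DMSO wells and -100% = zero luminescence signal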
aSyn 5UTR inh: MLPCN primary screen, SNCA 5' untranslated region; alpha-synuclein 5'UTR reporter, inhibitor activity; inhibition, % (tested at 7.5 µM); actives 0.82% (n = 300,000); AID 1813; in the data active = inhibition above about 60%;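 note: H4 neuroglioblastoma cells stably carrying SNCA 5'UTR luciferase fusion; 0% = DMSO wells and 100% = positive control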
IEC-6 cytotox: counter-screen for KLF5 inhibitors: cytotoxicity in IEC-6 cells; actives 0.78% (n = 290,000); IEC-6 cytotoxicity, luminescence viability; inhibition, % at 5 µM; in the data active = inhibition above about 22%;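 note: 0% = plate median of test compound wells and 100% = cytotoxic reference compound wells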
KLF5 inh: kruppel-like factor 5 inhibition. inhibition, % at 5 µM. AID 1700. actives 0.23% (n = 290,000). DLD-1 KLF5 promoter-luciferase reporter, luminescence;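 active = inhibition above a per-plate limit of that plate's mean compound inhibition plus 3 SD, cut at about 60% in these data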;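 note: 0% = DMSO wells and 100% = LY294002 at 200 µM; higher means less KLF5 promoter-driven luciferase light; inactives centre near -14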
An asterisk follows results filed as active; nt = no result given. Some of the compounds tested. The share of hits here may be higher or lower than overall.

#	compound	HSF1 inhib	aSyn 5UTR inh	Dyrk1A ADPGlo	Platelet DG rel	IEC-6 cytotox	GSK3beta inhib	KLF5 inh	GSK3 alpha inh	HSP90 refold inh	HSF1 activator
1	Cc1occc1C(=O)NC(C)C12CC3CC(CC(C3)C1)C2 (stereo unspecified)	4	28	0	3	-4	0	-6	1	-1	-4
2	Cc1cc(Cl)cc(Cl)c1OCCCCN(C)C	-5	23	-2	3	-2	-12	11	-2	-1	9
3	COC(CNC(=O)c1ccc(N2CCC3(CC2)OCCO3)c([N+](=O)[O-])c1)OC	-4	35	-4	-2	-5	1	-26	2	3	3
4	CCC(CC)c1nnc(NC(=O)c2ccco2)s1	9	-12	0	-7	-2	0	-26	-2	-1	0
5	Cc1cccnc1NC(=O)c1ccc2c(c1)OCO2	6	-22	11	11	nt	-2	nt	0	nt	6
6	O=C(O)C1CC(=O)N(CCc2c[nH]c3ccccc23)C1 (stereo unspecified)	1	-4	-6	1	0	-3	-32	-2	-2	-2
7	COc1ccc(C(=O)CN2C(=O)NC3(CCc4ccccc43)C2=O)c(OC)c1 (stereo unspecified)	-1	11	15	1	nt	0	nt	-5	nt	-14
8	CCOc1ccc(S(=O)(=O)NCc2ccc3c(c2)OCO3)cc1NC(C)=O	-3	2	-2	10	0	1	-20	-1	-4	-3
9	COc1ccc(S(=O)(=O)N(C)C)cc1NS(=O)(=O)c1ccc(F)c(F)c1F	-4	18	-6	-6	-2	2	-8	6	4	4
10	CC1CCN(S(=O)(=O)c2cc(C(=O)Nc3ccccn3)ccc2Br)CC1	3	-8	21	-2	nt	-1	nt	-2	nt	11
11	CNS(=O)(=O)c1cccc(C(=O)OCC(=O)Nc2ccc(-c3nc4ccc(C)cc4s3)cc2)c1	-22	16	-6	7	3	-1	-172	1	4	-23
12	CN(Cc1ccccn1)C(=O)C1CCC(=O)N(Cc2cccc(F)c2)C1 (stereo unspecified)	2	19	3	-6	-3	1	-46	0	-3	9
13	CCOC(=O)N1CCN(C(=O)c2ccc3c(=O)n(-c4ccc(F)cc4)c(=S)[nH]c3c2)CC1	-30	7	4	-1	3	0	-16	-3	3	-44
14	Fc1cc(F)nc(NCc2ccccc2)n1	-2	-14	-3	6	-2	2	-16	1	2	-6
15	O=[N+]([O-])c1cc2c(cc1/C=N/Nc1nc(Nc3ccccc3)nc(N3CCCCC3)n1)OCO2	5	-63	2	-1	-4	1	-7	-1	-1	40
16	Cc1cccn2c(=O)c3cc(C#N)c(=O)n(-c4c(C)n(C)n(-c5ccccc5)c4=O)c3nc12	5	4	-1	1	1	1	4	0	3	26
17	COc1ccc(C=O)cc1Oc1nc(Cl)ncc1F	6	16	-8	-1	1	0	-14	-12	3	7
18	CC1CCCN(C(=O)CSc2nc3ccccc3o2)C1 (stereo unspecified)	0	-99	2	1	-5	0	-90	nt	-6	5
19	CC(=O)N1c2ccc(S(=O)(=O)N3CCCC3C(=O)NCc3ccc(Cl)cc3)cc2CC1C (stereo unspecified)	1	14	-1	4	0	-3	-12	10	-4	15
20	O=C(CCNC(=O)c1ccccc1Cl)Nc1nc(-c2ccccc2Cl)cs1	7	-1	5	-2	-3	-3	-6	-3	0	-1
21	CCCCn1c(SCC(=O)N2CCC(C)CC2)nc2cc(S(N)(=O)=O)ccc21	7	-24	5	-9	-5	1	15	2	1	39
22	S=C(NCCc1ccccc1)Nc1ccccc1	6	-89	0	3	3	-1	-80	-1	2	7
23	O=C1OC(Nc2ccccn2)c2ccccc21 (stereo unspecified)	-12	-9	-3	1	-3	2	-25	-2	-2	-22
24	CCOC(=O)c1ccc(-c2cc(C)no2)[nH]1	4	0	41	-2	8	1	4	2	-1	3
25	Oc1ccccc1Nc1nc(NCc2ccccc2)c2ccccc2n1	-2	-37	4	-5	-2	-6	-9	0	-5	-1

Eleven structures already listed, arranged by SMILES length, high to low.
#	compound	HSF1 inhib	aSyn 5UTR inh	Dyrk1A ADPGlo	Platelet DG rel	IEC-6 cytotox	GSK3beta inhib	KLF5 inh	GSK3 alpha inh	HSP90 refold inh	HSF1 activator
16	Cc1cccn2c(=O)c3cc(C#N)c(=O)n(-c4c(C)n(C)n(-c5ccccc5)c4=O)c3nc12	5	4	-1	1	1	1	4	0	3	26
13	CCOC(=O)N1CCN(C(=O)c2ccc3c(=O)n(-c4ccc(F)cc4)c(=S)[nH]c3c2)CC1	-30	7	4	-1	3	0	-16	-3	3	-44
19	CC(=O)N1c2ccc(S(=O)(=O)N3CCCC3C(=O)NCc3ccc(Cl)cc3)cc2CC1C (stereo unspecified)	1	14	-1	4	0	-3	-12	10	-4	15
3	COC(CNC(=O)c1ccc(N2CCC3(CC2)OCCO3)c([N+](=O)[O-])c1)OC	-4	35	-4	-2	-5	1	-26	2	3	3
9	COc1ccc(S(=O)(=O)N(C)C)cc1NS(=O)(=O)c1ccc(F)c(F)c1F	-4	18	-6	-6	-2	2	-8	6	4	4
8	CCOc1ccc(S(=O)(=O)NCc2ccc3c(c2)OCO3)cc1NC(C)=O	-3	2	-2	10	0	1	-20	-1	-4	-3
20	O=C(CCNC(=O)c1ccccc1Cl)Nc1nc(-c2ccccc2Cl)cs1	7	-1	5	-2	-3	-3	-6	-3	0	-1
1	Cc1occc1C(=O)NC(C)C12CC3CC(CC(C3)C1)C2 (stereo unspecified)	4	28	0	3	-4	0	-6	1	-1	-4
25	Oc1ccccc1Nc1nc(NCc2ccccc2)c2ccccc2n1	-2	-37	4	-5	-2	-6	-9	0	-5	-1
17	COc1ccc(C=O)cc1Oc1nc(Cl)ncc1F	6	16	-8	-1	1	0	-14	-12	3	7
2	Cc1cc(Cl)cc(Cl)c1OCCCCN(C)C	-5	23	-2	3	-2	-12	11	-2	-1	9

Remaining list, next part
#	compound	HSF1 inhib	aSyn 5UTR inh	Dyrk1A ADPGlo	Platelet DG rel	IEC-6 cytotox	GSK3beta inhib	KLF5 inh	GSK3 alpha inh	HSP90 refold inh	HSF1 activator
26	CCOC(=O)c1cc(-c2ccccc2)nc2c1c(C)nn2-c1ccccn1	-3	27	0	0	1	2	-11	-1	7	-2
27	O=C(CSc1nnc(SCc2ccc(F)cc2)s1)Nc1ccc(C(=O)O)cc1	5	17	-4	66*	1	3	-5	-3	6	-6
28	O=C(N/N=C/c1cccc([N+](=O)[O-])c1)c1cc2c(ccc3ccccc32)o1	-13	-52	4	-4	1	1	-21	-3	-1	-25
29	CN(C(=O)CSc1ncnc2sccc12)c1c(N)n(Cc2ccccc2)c(=O)[nH]c1=O	2	2	17	1	-6	0	-3	3	-2	2
30	CCCC[C@@H]1CNC(=S)N1CCC12CC3CC(CC(C3)C1)C2	2	8	2	-1	1	0	-17	2	5	9
31	CC(C)(C)c1ccc(CN2C3=NCCCN3c3ccccc32)cc1	-12	-62	-7	0	6	-1	-17	2	-2	3
32	COCCn1c(SCc2nc3cc(OC)c(OC)cc3c(=O)[nH]2)nnc1-c1ccncc1	-5	3	-7	4	-5	-2	-17	3	1	2
33	O=C(Nc1ccc(Cl)c(Cl)c1)C1=Cc2ccccc2OC1	21	-202	3	8	-3	1	-127	3	1	12
34	COc1ccc(C(=O)Nc2ccccc2C(=O)N2CCOCC2)cc1OC	-3	-5	-3	10	8	0	-1	-2	2	14
35	CC(=O)c1c(C)nc(-c2ccc3c(c2)OCO3)n1O	-2	-24	7	0	-4	4	-7	0	0	5
36	COc1cc(-c2nnc(SCc3cc(=O)oc4cc(O)c(O)cc34)o2)cc(OC)c1OC	4	-18	1	0	-4	3	-23	0	-2	21
37	COc1ccc(CCN2C(=O)NC(NC(C)=O)(C(F)(F)F)C2=O)cc1OC (stereo unspecified)	-3	-2	-3	15	3	-1	-7	0	1	-4
38	Cc1nn(-c2ccccc2)c(Cl)c1/C=C1/C(=N)N2N=C(C(C)C)SC2=NC1=O	6	-28	-7	-7	5	4	22	-1	-2	15
39	COc1ccc(C2NC(=S)NC(C)=C2C(=O)Nc2ccccn2)cc1OC (stereo unspecified)	-9	-15	-7	-3	-1	4	-4	-2	3	-6
40	Clc1ccc(OCc2nn[nH]n2)cc1	-8	8	15	-1	-3	5	-4	-4	6	1
41	CC(=O)c1c(C)n(-c2ccc(N(C)C)cc2)c2ccc(OCC(N)=O)cc12	-4	-4	-4	-12	6	5	15	-2	0	4
42	Cc1ccc(Cl)cc1N1CCN(C(=O)CSc2nnc3n2C(C)(C)Cc2ccccc2-3)CC1	2	30	0	-5	3	-23	3	-2	3	10
43	CCCCSCc1cc(C(=O)O)oc1C(C)(C)C	-5	13	-3	-5	2	4	-5	0	0	-5
44	Cc1ccc(S(=O)(=O)Nc2cccc(-n3cnnn3)c2)cc1C	-1	-8	1	18	6	0	11	-2	1	-17
45	Cc1ccccc1NC(=O)CCC(=O)OCC(=O)c1ccc(-c2ccccc2)cc1	-4	18	5	-2	-6	2	-4	-2	-1	4
46	CCOc1ccccc1NC(=O)c1nc(S(=O)(=O)Cc2ccccc2)ncc1Cl	-83*	51	-5	13	99*	-4	34	nt	4	-83
47	Cc1nc2cc(Cl)c([N+](=O)[O-])cc2s1	-5	14	-5	-3	9	2	1	-2	1	-6
48	O=C(O)c1cc(-c2ccc(/C=C3\NC(=O)N(c4ccccc4)C3=O)o2)ccc1Cl	2	-1	6	2	2	0	-6	-2	1	-3
49	COC(=O)CCN(c1ccccc1)S(=O)(=O)c1cc(-c2cc(C)no2)ccc1OC	3	13	0	-15	-4	-1	-39	-2	-1	14
50	CN(C)c1cc(N/N=C/c2ccc(Cl)cc2)nc(N(C)C)n1	-6	-64	1	9	7	-3	-19	nt	4	10

#	compound	HSF1 inhib	aSyn 5UTR inh	Dyrk1A ADPGlo	Platelet DG rel	IEC-6 cytotox	GSK3beta inhib	KLF5 inh	GSK3 alpha inh	HSP90 refold inh	HSF1 activator
51	COC(=O)c1ccc(N2CCN(c3ccccc3)CC2)nc1	17	-231	2	0	-5	4	-79	-2	0	33
52	CN(Cc1ccc(Cl)s1)C(=O)CCl	8	-23	-3	4	-4	-1	-1	1	0	22
53	CC(C)c1ccc(NC(=S)NC2CCCCCC2)cc1	6	-185	0	5	-6	2	-45	1	-4	32
54	CC(=O)NC(C)c1nc2ccccc2n1Cc1ccccc1F (stereo unspecified)	-1	-26	1	3	2	-2	0	-1	-2	-9
55	O=C(O)CC(NC(=O)C(c1ccccc1)c1ccccc1)c1cccc([N+](=O)[O-])c1 (stereo unspecified)	-8	-17	-3	0	-7	4	-8	nt	3	-3
56	CCOc1ccc(/C=C/C2=NNC(=O)CC2)cc1	8	24	-1	32	-1	-4	-79	9	0	14
